Screening results deposited in PubChem by several laboratories.
mABHD4 FP – inhibits mouse alpha/beta hydrolase domain 4; Q8VD66; purified mABHD4, FP-Rh probe fluorescence polarization; inhibition, % at 8.92 µM; 370,000 tested, 0.54% active; AID 720543;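 active = inhibition exceeding the mean over every tested compound plus 3 SD, cut at about 30% in these data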;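 note: 0% = plate median of compound wells and 100% = S159A mutant with DMSO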
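Test system: mouse ABHD4 enzyme, wild type. Reagent: FP-Rh fluorescent activity-based probe, added after compound pre-incubation. Timing: pre-incubation 45 min, probe exposure 60 min, at 25 °C. Technique: FP readout, ex 525 nm / em 598 nm. Benchmarks: high control S159A mutant with DMSO, low control median of compound wells.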
TCR CD3 inh – blocks the human TCR-CD3 interaction; TAMRA-labeled TCR probe fluorescence, biochemical; inhibition, % at 9.4 µM; 360,000 tested, 0.37% active; in the data active = inhibition above about 19%;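 note: recombinant mutant TCR 2C K166C tagged with TAMRA read by polarization; 0% = receptor in buffer alone and 100% = receptor with positive control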
NPR1 activator – GC-A (human) enzyme activation; P16066; HEK293 GC-A cells, cGMP TR-FRET, EC30 ANP; 0% at EC30 ANP, 100% saturating ANP; activation, % at 10 µM; 370,000 tested, 0.14% active; AID 1671463; in the data active = activation above about 40%
UHRF1 MBD2 ctr – blocks human UHRF1 binding to methylated DNA. Q96T88. UHRF1 binding to methylated oligo, TR-FRET. inhibition, % at 4.4 µM. 370,000 tested, 0.75% active; in the data active = inhibition above about 21%;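 note: UHRF1 SRA domain binding a hemimethylated CpG hairpin DNA probe; 0% = median of test compound wells and 100% = reference inhibitor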
MBD2 DNA inh – MBD2-methylated oligo binding inhibition; Q9UBB5; TR-FRET, MBD2 binding to methylated oligonucleotide; inhibition, % at 4.4 µM; 370,000 tested, 0.31% active; AID 686964; in the data active = inhibition above about 13%
SIAE inh – human SIAE inhibition, primary screen; AID 1053197; inhibition, % at 9.66 µM; 370,000 tested, 0.69% active; SIAE FP-Rh probe binding, fluorescence polarization;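 active = inhibition above a cutoff: mean of compounds within the control limits plus 3 SD of those, cut at about 17% in these data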;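 note: 0% = plate median of compound wells and 100% = probe without SIAE protein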
GC-B act – GC-B (human) receptor activation; P20594; HEK293-GC-B cells, CNP EC30, cGMP TR-FRET; 0% at EC30 CNP, 100% saturating CNP; activation, % at 10 µM; 370,000 tested, 0.11% active; AID 1920062;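 active = activation at 10 µM reaching about 35% in either raw or pattern-adjusted values, limit read from the data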
Target sequence (P20594 whole entry, looked up): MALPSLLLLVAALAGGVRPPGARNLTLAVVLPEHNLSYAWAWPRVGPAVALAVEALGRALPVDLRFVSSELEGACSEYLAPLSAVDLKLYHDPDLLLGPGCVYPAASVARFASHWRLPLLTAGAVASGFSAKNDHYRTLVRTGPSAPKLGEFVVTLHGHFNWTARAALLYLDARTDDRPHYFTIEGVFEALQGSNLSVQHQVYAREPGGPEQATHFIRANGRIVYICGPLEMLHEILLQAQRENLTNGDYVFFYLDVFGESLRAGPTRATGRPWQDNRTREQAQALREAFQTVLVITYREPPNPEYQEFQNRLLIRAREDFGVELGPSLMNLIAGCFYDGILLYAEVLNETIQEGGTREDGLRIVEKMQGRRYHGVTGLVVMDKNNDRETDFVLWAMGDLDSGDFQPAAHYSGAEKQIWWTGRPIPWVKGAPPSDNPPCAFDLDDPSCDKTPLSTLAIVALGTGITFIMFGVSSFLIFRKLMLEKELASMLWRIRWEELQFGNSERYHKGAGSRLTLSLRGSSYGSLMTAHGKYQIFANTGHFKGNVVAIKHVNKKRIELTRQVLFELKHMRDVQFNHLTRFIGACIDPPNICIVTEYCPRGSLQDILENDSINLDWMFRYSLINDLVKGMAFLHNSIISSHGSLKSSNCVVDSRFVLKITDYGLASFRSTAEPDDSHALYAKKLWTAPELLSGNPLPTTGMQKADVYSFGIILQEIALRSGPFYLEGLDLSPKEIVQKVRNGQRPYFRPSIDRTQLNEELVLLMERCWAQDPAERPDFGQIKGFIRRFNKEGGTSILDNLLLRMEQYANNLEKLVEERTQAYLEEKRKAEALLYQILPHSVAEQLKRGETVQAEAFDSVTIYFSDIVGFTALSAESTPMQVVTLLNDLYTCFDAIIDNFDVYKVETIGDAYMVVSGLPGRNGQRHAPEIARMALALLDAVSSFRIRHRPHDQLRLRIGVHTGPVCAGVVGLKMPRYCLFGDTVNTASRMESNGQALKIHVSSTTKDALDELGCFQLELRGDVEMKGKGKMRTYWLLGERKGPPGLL
rCAG binder – r(CAG) repeat RNA binding; TO-PRO-1 dye displacement fluorescence; inhibition, % at 3 µM; 370,000 tested, 1.3% active;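 active = inhibition above the plate cutoff, the mean of all test compounds on that plate plus 3 SD, cut at about 35% in these data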;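 note: 0% = DMSO alone and 100% = 100 µM mitoxantrone as full dye displacement; higher means more dye released from RNA so lower well fluorescence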
HTRA1 inhibitor – blocks human HTRA1 serine peptidase | inhibition, % at 5.96 µM | AID 504803 | recombinant HTRA1, FP-rhodamine activity-based probe, fluorescence polarization | Q92743 | 340,000 tested, 0.5% active; in the data active = inhibition above about 36%;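 note: 0% = enzyme with DMSO and 100% = wells lacking enzyme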
PRMT1 FP inh – PRMT1 (human) inhibition, primary screen; Q99873; recombinant PRMT1, activity-based probe fluorescence polarization; inhibition, % at 2.79 µM; 370,000 tested, 1.3% active;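 active = inhibition above about 21% made by adding two undisclosed values, limit read from the data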
Numbers without * were called inactive; x = no result given. Some of the compounds tested, so the mix of outcomes need not match the whole.

compound,mABHD4 FP,TCR CD3 inh,NPR1 activator,UHRF1 MBD2 ctr,MBD2 DNA inh,SIAE inh,GC-B act,rCAG binder,HTRA1 inhibitor,PRMT1 FP inh
Cc1cccc(NC(=O)CSc2nnc3ccc(-c4cccnc4)nn23)c1,0,-3,2,-2,-3,-2,11,4,3,-5
CCCN(C(=O)c1cc(Cl)nc2ccccc12)C1CCS(=O)(=O)C1 (stereo unspecified),3,3,-3,0,-3,6,2,-3,1,-3
CCOC(=O)C1=NN(c2ccccc2)C2=NC(C)=C(C(=O)OC)C(c3cccs3)N12 (stereo unspecified),-4,-3,-6,-3,-3,-4,-12,0,-3,-3
CCNC(=S)Nc1cc(OCC)c(N2CCOCC2)cc1OCC,9,0,-2,5,1,11,0,-1,7,-2
CCC1CCc2c([nH]c3ccccc3c2=O)O1 (stereo unspecified),5,-8,3,22*,13*,3,1,1,1,2
COC(=O)[C@H](CC(C)C)N1Cc2nnn(Cc3ccc(C)cc3)c2-c2cc(F)ccc2S1(=O)=O,-14,x,-2,1,-7,-1,3,1,x,-5
O=C(NCCCCc1ccccc1)c1ccc(Br)o1,-8,0,1,-2,-5,2,0,-5,-2,-3
CCOC(=O)C1CCN(C(=O)Cc2c(C(=O)O)[nH]c3ccccc23)CC1,5,-1,4,2,8,0,-1,3,-1,2
CC(C)N1C(=O)/C(=C/c2nc3ccccc3c(=O)n2-c2ccccc2)c2ccccc21,1,-9,-41,1,0,6,-27,3,-2,3
COc1c(C)cc(C(O)c2ncc(-c3ccccc3Cl)[nH]2)cc1C (stereo unspecified),-5,-3,-1,0,3,0,5,2,x,-1
CC(C)Cc1cc(C(=O)N2N=C(C(F)F)CC2(O)C(F)F)c2ccccc2n1 (stereo unspecified),-15,-1,0,1,-1,10,-3,2,-7,-1
O=C(OCC1CCNCC1)c1ccc2c(c1)OCO2,3,3,-1,-3,-1,0,-1,1,3,-2
Cc1ccccc1CC(=O)Nc1cccnc1,3,1,0,1,6,4,1,0,9,3
O=C(CN1C(=O)COc2ccc(Cl)cc21)N1CCCCC1,4,-2,1,-1,4,-2,3,-5,4,3
COc1ccc(CC(=O)Nc2cccc(-c3csc(C)n3)c2)cc1,-19,-1,12,4,1,-4,1,11,-12,0
CCCC(=O)Nc1ccc(Cl)c(NC(=S)NC(=O)c2ccco2)c1,-4,-2,1,0,5,-6,-1,7,-10,1
CCCCN(CC)Cc1ccc(CNC(=S)Nc2c(C)cc(C)cc2C)o1,-2,0,3,-2,2,4,1,-2,0,4
Cc1oc2ccc(O)c(CN(C)C)c2c1C(=O)c1ccccc1,1,7,-6,3,-2,0,-5,1,6,-2
CCN(C(=O)c1ccc(Cl)cc1[N+](=O)[O-])c1ccccc1C,2,8,-4,-2,-4,-2,-5,-6,2,-1
CCN(CC)CCNc1ccnc2cc(Cl)ccc12,5,-4,7,6,0,1,-6,-1,1,-2
COc1ccc2c(c1)C(C)=CC(C)(C)N2S(=O)(=O)c1ccc(NC(C)=O)cc1,-10,9,-6,0,4,-5,-2,-5,-20,0
COc1ccc(NC(=O)CCCNC(=O)Cn2cnc3sc(C)c(C)c3c2=O)cc1OC,-2,-3,2,1,2,4,-2,-2,-1,1
COc1ccccc1C(=O)NC(CCSC)C(=O)NNC(=O)c1ccccc1O (stereo unspecified),12,16,0,-2,3,10,0,4,32,1
O=C(O)[C@@H]1CCCN1S(=O)(=O)c1cccc2cccnc12,-3,-2,2,2,0,0,2,1,-7,-1
O=C(Cn1cnc(Cl)c1Cl)c1ccc(F)cc1,-3,-8,0,4,6,-1,-1,3,-2,3
CC1=Nn2c(nnc2-c2ccco2)SC1,5,-2,7,0,8,-1,2,-2,7,0
CC1(C(=O)NS(=O)(=O)C2CC2)CCCN(C(=O)c2ccccc2OC(F)(F)F)C1 (stereo unspecified),7,6,5,0,0,-7,3,4,x,-1
Cn1cccc/c1=N\c1cccc[n+]1C,1,2,1,1,4,5,-4,-1,x,-4
CC(C)(C)C1CCc2c(sc(NC(=O)c3cccs3)c2C(N)=O)C1 (stereo unspecified),2,12,-14,1,0,-4,-12,2,0,-2
C[C@@H]1CN([C@@H](C)CO)C(=O)CCCn2nncc2CO[C@@H]1CN(C)C(=O)c1ccncc1,5,4,1,-2,-9,0,2,-1,-3,-2
Cc1ccc(NC(=O)NCc2cccnc2)cc1C,7,8,1,0,0,-1,5,0,2,-4
CC/C(=C\c1ccc(Cl)cc1)c1ccncc1,-4,-2,-14,-2,1,7,-4,-1,-5,3
O=C(COc1ccc([N+](=O)[O-])cc1)NNC(=O)c1cccs1,5,6,-1,-1,-7,-5,5,1,9,1
CC(=O)Nc1ccc(S(=O)(=O)NCc2cccnc2)cc1,8,2,0,-2,2,5,-4,0,-1,0
COc1ccc(CN2C(=O)Cc3c2nc(N)c2c(N)nc(N4CCOCC4)c(C#N)c32)cc1,12,6,-2,-7,1,1,0,27,5,25*
CCOc1ccc(NS(=O)(=O)c2ccc3c(c2)N(C(C)=O)CC3)cc1,0,2,-1,-3,-3,-22,2,1,-7,2
CC(=O)N/C(=C/c1ccc([N+](=O)[O-])cc1)C(=O)O,4,4,-3,1,5,4,3,1,-13,-2
COCCNC(=O)C(c1ccc(O)cc1)N(Cc1ccco1)C(=O)CCC(=O)Nc1ccccn1 (stereo unspecified),0,5,1,0,-1,4,-1,-4,0,-7
O=C(O)C(c1ccccc1)C1CCCCC1O (stereo unspecified),-2,-13,2,2,4,-1,5,1,-1,2
CN(NC(=O)NN)c1ncc(C(F)(F)F)cc1Cl,-2,1,0,-2,6,12,5,-3,-6,-2

Two entries drawn at random from the list so far:
compound,mABHD4 FP,TCR CD3 inh,NPR1 activator,UHRF1 MBD2 ctr,MBD2 DNA inh,SIAE inh,GC-B act,rCAG binder,HTRA1 inhibitor,PRMT1 FP inh
O=C(Cn1cnc(Cl)c1Cl)c1ccc(F)cc1,-3,-8,0,4,6,-1,-1,3,-2,3
CC(C)N1C(=O)/C(=C/c2nc3ccccc3c(=O)n2-c2ccccc2)c2ccccc21,1,-9,-41,1,0,6,-27,3,-2,3

Structural class, those above with a CF3 group.
compound,mABHD4 FP,TCR CD3 inh,NPR1 activator,UHRF1 MBD2 ctr,MBD2 DNA inh,SIAE inh,GC-B act,rCAG binder,HTRA1 inhibitor,PRMT1 FP inh
CC1(C(=O)NS(=O)(=O)C2CC2)CCCN(C(=O)c2ccccc2OC(F)(F)F)C1 (stereo unspecified),7,6,5,0,0,-7,3,4,x,-1
CN(NC(=O)NN)c1ncc(C(F)(F)F)cc1Cl,-2,1,0,-2,6,12,5,-3,-6,-2

Continuation.
compound,mABHD4 FP,TCR CD3 inh,NPR1 activator,UHRF1 MBD2 ctr,MBD2 DNA inh,SIAE inh,GC-B act,rCAG binder,HTRA1 inhibitor,PRMT1 FP inh
OCC1(Cc2ccccc2F)CCCN(Cc2c(F)ccc(F)c2F)C1 (stereo unspecified),-2,4,-1,1,4,-6,3,-11,-14,-1
CC(=O)NCCN1C(=O)C2C3c4ccccc4C(c4ccccc43)C2C1=O (stereo unspecified),-4,6,-2,-1,-4,8,4,-1,2,2
Cc1ncc(CO)c2c1OC(C)(C)OC2,0,1,3,-1,-1,0,-6,-3,-3,4
CCOC(=O)NC1(C(F)(F)F)C(=O)NC(C)=C1C(=O)OC (stereo unspecified),-2,1,1,1,1,2,1,-1,1,-1
CCC(=O)N1CC2(c3ccccc3)CN(C(=O)CC)CC(c3ccccc3)(C1)C2=O,-10,-6,-1,8,3,-10,-5,-5,4,5
O=C(C1CCCN(Cc2ccccc2F)C1)N1CCc2ccccc2C1 (stereo unspecified),10,3,2,-1,3,-2,0,-7,x,2
CCC(=O)N(CCc1ccc(OC)c(OC)c1)Cc1cc2ccc(C)cc2n2nnnc12,-1,1,-4,-1,-3,2,-1,4,1,0
Nc1[nH]n2c(=O)cc(-c3ccccc3)nc2c1N=Nc1ccccc1,8,-8,-1,6,4,-1,-2,13,6,0
O=C(COc1ccc2c(C(F)(F)F)cc(=O)oc2c1)NCc1cccs1,-7,-6,-12,2,3,-5,-8,-4,-5,3
Cc1c(C(=O)c2ccccc2C(=O)O)sc2ccccc12,-3,-4,7,13,3,4,2,12,3,-6
CC(NC(=S)Nc1ccccc1)C(c1cccs1)N1CCOCC1 (stereo unspecified),3,-4,3,3,4,-5,0,0,1,-2
CC(=O)c1ccc(N2CCN(C(=O)CCCn3c(=S)[nH]c4cc5c(cc4c3=O)OCO5)CC2)cc1,3,-4,-4,1,0,0,-5,1,3,-2
Cn1c(SCC(=O)Nc2cccc(S(=O)(=O)NC3=NCCCCC3)c2)nnc1-c1ccccc1,0,2,-1,-2,0,-7,0,-7,-2,-3
CCn1c(SC)nnc1C1CCN(S(=O)(=O)c2ccc(OC)cc2)CC1,-4,-6,-4,4,-4,0,-2,-7,10,2
Cc1cccc(NC(=O)[C@H]2CC(=O)O[C@@H]2c2ccccc2)c1C,1,x,0,3,1,-4,13,0,x,-1
COc1cc2c(cc1OC)C1(NCC2)C(=O)Nc2ccccc21 (stereo unspecified),-4,-3,-1,0,0,-3,0,1,6,4
C=CCn1c(SCc2c(Cl)cccc2Cl)nnc1-c1cccc(C)c1,4,x,-6,1,-2,-6,3,1,x,0
C=CCOc1cccc(C(=O)NC(c2ccccc2)C(C)C)c1 (stereo unspecified),-14,6,-2,-1,1,-1,1,-5,-15,-3
COc1cc(S(=O)(=O)N(C)C2CCCCC2)c(C)cc1C,6,-3,-5,0,3,-10,-3,-12,-2,4
COc1ccc(CN(C)C(=O)C2CCN(C(=O)Nc3ccccc3)CC2)cc1OC,6,-6,-5,4,7,2,3,2,3,0
COc1ccc(N2C(=O)CC(Sc3nc(C)c4c(n3)CCCC4)C2=O)cc1 (stereo unspecified),5,-1,3,-1,2,2,8,-2,4,8
CCN(c1ccccc1)S(=O)(=O)c1ccc(N)c(OC)c1,3,5,-4,-1,-7,-3,0,-1,3,-1
CNC(=O)NC(=O)COC(=O)CCCOc1ccc(OC)cc1,-15,4,1,-1,-5,-6,-2,2,4,-4
COc1ccc(CN(CCN2CCOCC2)C(=O)c2cc(F)ccc2C)cc1OC,1,x,3,1,0,5,-5,1,x,-2
CCn1c(SCC(=O)c2cc(OC)ccc2OC)nnc1-c1ccncc1,-2,6,-3,-3,-3,1,0,0,-1,1
O=C(CSc1nnc(NC(=O)C2CC2)s1)NCc1ccco1,8,4,1,-2,3,2,3,2,-3,1
COc1cc(C(=O)N2CCN(C(=O)C(Cc3cc(C)ccc3C)NC(C)=O)CC2)cc(OC)c1OC (stereo unspecified),0,0,6,-5,1,-10,1,-7,-1,2
CN(C)Cc1ccccc1CNC(=O)c1cccc(S(=O)(=O)Nc2ccc3c(c2)OCO3)c1,5,8,-5,-1,0,7,-5,7,16,-1
N/C(=N\OC(=O)c1cc(-c2ccccc2)nc2ccccc12)c1ccc(Cl)cc1,-4,-2,-4,-2,-2,0,-2,0,-2,0
Cc1cc(NC(=O)COC(=O)C2CC(=O)N(c3ccc(Cl)cc3)C2)no1 (stereo unspecified),4,0,0,-1,0,-1,2,2,10,1
Cc1cc(C(=O)NCCCOC(C)C)c2ccccc2n1,2,0,8,0,2,-5,0,-1,-3,0
